# Pf growth 48h: inhibits P. falciparum growth in the first generation, 48 h. P. falciparum luciferase growth in erythrocytes, 48 h. Potency, µM (highest dose often 28.7 µM), without a hit: top-dose activity change, negative = inhibition, usual class: inhibitors. hit rate 5.9% among 310,000. AID 504832
#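 Erythrocytes infected with P. falciparum carrying an integrated firefly luciferase reporter (2% hematocrit, 0.1% parasitemia final) were exposed to compounds in RPMI 1640 with 0.5% Albumax at 37 C, 5% CO2. Growth inhibition was scored as reduced luminescence.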
# Tb PYK inh: inhibitors of Trypanosoma brucei pyruvate kinase; hit rate 0.12% among 410,000; TbPYK enzyme, Kinase-Glo Plus ATP luminescence, 45 min; Q57TT1; Potency, µM (doses to about 76.8 µM), for inactives: top-dose activity, negative = inhibition, actives largely listed as inhibitors; further: nearly all actives have a fitted effect of over 50% in size
#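 ADP (130 uM final) triggers the TbPYK reaction after compound addition; incubation is 45 min at room temperature. Kinase-Glo Plus is then added and luminescence imaged. Normalized data are fitted to concentration-effect curves.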
# HCV inhibitor: HCV inhibition; Huh7.5.1 HCVcc-Cre infection, luciferase reporter, 44 h; Potency, µM (doses to about 41.8 µM), without a hit: top-dose activity change, negative = inhibition, hits mostly inhibitors; hit rate 3.4% among 340,000
#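 Infectious HCV cell culture screen: compound-treated cells (1,000/well, pre-plated 4 h) are infected with HCVcc-Cre at roughly 0.5 moi and grown 44 h. Infection is quantified by luciferase signal after 15 min substrate incubation at room temperature.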
# Sm TGR block: blocks Schistosoma mansoni thioredoxin glutathione reductase. Potency, µM (titrated, usually from 114 µM), for the others: at the highest dose activity change, negative = inhibition, usual class: inhibitors. purified TGR, DTNB reduction, TNB absorbance 405 nm. hit rate 3% among 360,000. Q962Y6; further: nearly all actives have a fitted effect of over 60% in size
#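 TGR 20 nM + NADPH 100 uM (dispensed conc.), cpd preinc 15 min RT; start with NADPH (500 uM addition) then DTNB (15 mM addition). Kinetic TNB absorbance, 405 nm filter. Four-parameter Hill fit across titration.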
# Pf growth 96h: inhibits malaria parasite growth, 96 h; P. falciparum luciferase reporter growth, 96 h; Potency, µM (titrated, usually from 28.7 µM), for the others: at the highest dose activity change, negative = inhibition, hits mostly inhibitors; hit rate 6.9% among 320,000
#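 Readout is luminescence from an integrated firefly luciferase in P. falciparum. Red cells, 2% hematocrit and 0.05% parasitemia final, were cultured with compound through two parasite generations (96 hours) at 37 C, 5% CO2.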
# LmPK inhibitor: blocks Leishmania mexicana pyruvate kinase activity; hit rate 0.37% among 290,000; AID 1721; Potency, µM (highest dose often 57.5 µM), for the others: top-dose activity change, negative = inhibition, most hits filed as inhibitors; purified LmPK, Kinase-Glo ATP luminescence, 1 h; Q27686
# Target sequence (Q27686 whole entry, looked up): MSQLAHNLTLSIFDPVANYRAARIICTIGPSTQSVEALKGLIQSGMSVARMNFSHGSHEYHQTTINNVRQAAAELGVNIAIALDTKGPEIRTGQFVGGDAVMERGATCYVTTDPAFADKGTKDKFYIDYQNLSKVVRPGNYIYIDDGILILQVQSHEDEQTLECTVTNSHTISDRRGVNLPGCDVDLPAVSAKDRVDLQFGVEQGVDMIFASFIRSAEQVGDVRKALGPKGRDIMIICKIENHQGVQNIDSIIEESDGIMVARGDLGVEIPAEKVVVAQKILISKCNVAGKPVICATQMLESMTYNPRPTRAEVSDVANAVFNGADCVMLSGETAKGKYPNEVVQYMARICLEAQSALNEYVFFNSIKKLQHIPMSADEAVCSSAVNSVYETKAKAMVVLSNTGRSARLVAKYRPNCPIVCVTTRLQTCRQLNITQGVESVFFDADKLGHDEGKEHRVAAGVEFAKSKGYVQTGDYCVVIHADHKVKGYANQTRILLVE
#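 Kinase-Glo luminescence read after 1 h RT reaction of 0.1 nM LmPK with 0.5 mM PEP and 0.1 mM ADP. Activity scaled between uninhibited and enzyme-free controls.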
# An asterisk follows results filed as active; i = inactive; ? = inconclusive; . = not tested or not shown; & = joins results of further samples; [ ] = dose if it differs, or a comment. The call rests on the fitted dose curve; in most records, active means well fitted curve in the direction sought with a large enough effect; inconclusive means small, poorly fitted or top-dose-only effect, or another doubt; inactive means no such curve, though single readings can be large; an effect the other way counts as inactive or inconclusive. On the % scale 0 is the no-effect control and ±100 the full control effect; potency means the concentration at half of the fitted maximal effect.
mol	Pf growth 48h	Tb PYK inh	HCV inhibitor	Sm TGR block	Pf growth 96h	LmPK inhibitor
NC(=O)CC(NC(=O)c1ccccc1)c1ccc(NCC2CC2)c([N+](=O)[O-])c1 (centres undefined)	1%	-2%	?	0%	-2%	9%
Cc1ccc(CNC(=O)CCSCc2ccc(C)cc2)cc1	13%	-1%	-16%	?	?	4%
CCCCn1c(=O)c(CCC(=O)OCC(=O)NC(=O)NCCC(C)C)nc2ccccc21	5%	3%	-10%	1%	26%	6%
COc1cc2[nH]c(=S)nc(NCc3ccc(C)cc3)c2cc1OC	?	-1%	-11%	-25%	13µM*	-2%
C=CCN(c1ccccc1)S(=O)(=O)c1cccc(C(=O)Nc2nc3ccccc3[nH]2)c1	?	-11%	-26%	-8%	?	-5%
CCCCC(CC)C(=O)Nc1ccc(C)c(O)c1 (centres undefined)	-1%	0%	-13%	.	5%	0%
Cn1nc(C(C)(C)C)c([N+](=O)[O-])c1C(=O)Nc1cccc2ccccc12	12µM*	-5%	-18%	14%	12µM*	10%
CCOC(=O)c1c(NC(=O)CSc2ncn[nH]2)sc(C(=O)NC)c1C	-21%	-17%	-11%	-24%	?	5%
CNc1nc(C)c(C(=O)c2ccc(Cl)cc2)s1	20%	0%	?	0%	.	5%
CC(=O)c1ccc(C#CC(C)(C)O)s1	19%	3%	7%	0%	19%	-3%
Cc1ccc(S(=O)(=O)Oc2ccccc2/C=C2/SC(=O)NC2=O)cc1	-11%	7%	13%	5%	?	7%
COC(=O)CSC1=C(C#N)C(c2cccc(F)c2)CC(=O)N1 (centres undefined)	15%	2%	?	?	?	2%
O=C(OC(C(=O)NCc1cccs1)c1ccc(F)cc1)c1ccco1 (centres undefined)	20%	3%	5%	3%	-25%	9%
O=C(C[n+]1cccc(CO)c1)Nc1nc2ccccc2s1	57%[activator]	2%	9%	0%	46%[activator]	-1%
O=C(COC(=O)c1ccc(Cl)nc1)NCc1ccc2c(c1)OCO2	4%	-1%	5%	-5%	-28%	-1%
O=c1cc(-c2cccc(Br)c2)oc2cccc(O)c12	33%[activator]	1%	16%	-30%	9%	4%
O=[N+]([O-])c1ccccc1/C=C/C=N/Nc1nc(N2CCCCC2)nc(N2CCCCC2)n1	-14%	-2%	-28%	-3%	?	-1%
COCCNC(=O)c1ccc(CS(=O)(=O)c2ccc(C)cc2)o1	.	4%	12%	35µM*	44%[activator]	1%
N#C/C(=C/c1ccc(F)cc1)c1nnc(NC(=O)c2ccccc2)s1	18%	5%	6%	5%	7%	-2%
C/C(=N\NC(=O)Cc1ccc(Cl)cc1)c1ccc(F)cc1	-4%	0%	-13%	?	?	-4%
Cc1cccc(S(=O)(=O)Nc2ccc(-n3c(C)nc4ccccc4c3=O)cc2)c1	?	4%	1%	3%	-15%	.
COc1ccc(C(C#N)N2CCOCC2)cc1 (centres undefined)	16%	0%	3%	0%	?	3%
COc1cccc(/C=N/NC(=S)Nc2cccc(C(=O)O)c2)c1O	i	?	12%	1%	?	4%[11.5 µM]
O=C(Nc1cc([N+](=O)[O-])ccc1N1CCCC1)c1ccco1	-15%	2%	-18%	?	20%	1%
CCCCC(=O)Nc1c(-c2cccc(OC)c2)c(=O)c2ccccc2n1C	10%	-6%	21%	3%	5%	-3%
CCn1c(=O)c2cc(C(=O)NC(C)C)sc2c2ccccc21	-15%	5%	?	17%	?	5%
C/C(Cc1ccccc1)=N\NC(=O)CNC(=O)/C=C\c1ccccc1	-1%	2%	23%	13%	-3%	2%
COc1cc(SC)ccc1C(=O)OCC(=O)NCCNC(=O)COC(=O)c1ccc(SC)cc1OC	17%	-3%	1%	-38%	-8%	-4%
C=CCNc1nc(C(=O)OCC)nc2ccccc12	76%[activator]	2%	-8%	-3%	38%[activator]	-3%
O=C(NNC(=S)NC(=O)c1ccccc1)c1ccc([N+](=O)[O-])cc1	13%	-19%	-23%	2%	?	1%
N=c1c(C(=O)NCc2ccco2)cc2c(=O)n3ccccc3nc2n1Cc1ccccc1	?	-8%	3.2µM*	-11%	.	3%
Cc1cc(C(C)(C)CC(C)(C)C)ccc1OCCOCC[N+](C)(C)Cc1ccccc1	1.7µM*	-9%&-13%	2.8µM*	-8%	0.47µM*	.
CCOc1cccc(CN2CCC(n3nccc3NC(=O)C3CCCC3)CC2)c1	-18%	3%	-18%	1%	54%[activator]	-6%
O=C(O)c1ccc(NS(=O)(=O)c2cc(Cl)ccc2Cl)cc1O	3%	-3%	15%	0%	.	13%
O=C(O)c1ccc2c(c1)C(=O)N(CCc1ccccc1)C2=O	-8%	-3%	19%	-2%	?	5%
Cc1cc([N+](=O)[O-])c(-c2ccc(/C=N/n3cnnc3)o2)cc1Cl	11%	-3%	-3%	50µM*	8%	4%
O=C(Nc1ccc(F)cc1)N1CCN(c2ccc3nnc(-c4ccc(F)cc4)n3n2)CC1	.	-5%&2%	?	-4%&-2%	?	11%
C=CCOC(=O)Nc1snnc1C	24%	3%	7%	-16%	-1%	-8%
Cc1cc(=O)oc2cc(OCC(=O)OCC(=O)N3CCC(C)CC3)ccc12	21%	4%	19%	2%	1%	2%
COc1ccc(Nc2nc(N)c([N+](=O)[O-])c(N3CCCC3)n2)cc1	?	-8%	?	-3%	13µM*	1%
C=CCn1c(COc2ccc(F)cc2)nnc1SCC(=O)NC1CC1	0%	4%	23%	-7%	12%	.
CC(CCc1ccccc1)NC(=O)COC(=O)c1ccc(S(C)(=O)=O)c([N+](=O)[O-])c1 (centres undefined)	-1%	-2%	?	1.8µM*	-15%	-8%
COc1ccc(C(=O)OCc2c(C)noc2C)cc1	-8%	3%	2%	-2%	-3%	-2%
O=C(NCc1ccccc1)c1cccc(Br)n1	4%	-1%	0%[8.37 µM]	-21%	1%	0%
CC(C)C(=O)N1CCN(c2ccccc2NC(=O)c2cc([N+](=O)[O-])ccc2N2CCOCC2)CC1	?	1%	-9%	-2%	-23%	1%
COc1ccc(N(CC(=O)N2CCOCC2)S(C)(=O)=O)cc1Cl	-14%	1%	-2%	6%	12µM*	-2%
CCn1c(SCC(=O)N2c3ccccc3Sc3ccccc32)nc2c1c(=O)n(C)c(=O)n2C	0%	-8%	?	-21%	13%	2%
COC(=O)C1=C(c2ccc(OC)c(OC)c2)C[C@@H]2CC[C@H]1N2C(=O)NCCNC(C)=O	37%[activator]	0%	19%	-15%	36%[activator]	.
Cn1nc(-c2ccc(C(=O)NCCO)cc2)c2ccccc2c1=O	-11%	1%	18%	7%	0%	-5%
CCCC(C(=O)NC1=NCCS1)c1ccccc1 (centres undefined)	-18%	4%	4%	3%	-13%	2%
CCOC(=O)N1CCN(C(=S)NC(=O)c2ccc(Br)cc2)CC1	-1%	?	1%	0%	-17%	-28%
Cc1cccc(NC(=O)[C@@H]2CCCN2C2=NS(=O)(=O)c3ccccc32)c1C	-24%	2%	4%	-9%	-5%	.
CCc1ccc(NC(=S)Nn2cnnc2)cc1	17%	?	5%	8%	9%	-5%
O=C(NCCO)c1ccc(CSc2nc3ccccc3[nH]2)cc1	55%[activator]	-4%	?	-2%	94%[activator]	-5%
CC(=O)c1sc(NC(=O)c2oc3ccc(F)cc3c2C)nc1C	398%[activator]	-3%	-10%	-1%	411%[activator]	.
Cc1cc(C)c(S(=O)(=O)N2CCCOC2CNC(=O)C(=O)NCCC2=CCCCC2)c(C)c1 (centres undefined)	-17%	-3%	9%	0%	?	-2%
CCn1nnnc1SCC(=O)c1cccc(OC)c1	9%	-9%	-6%	-5%	13%	2%
Cc1noc(C)c1COc1ccc(C(=O)N2CCC(C)CC2)cc1	5%	3%	-7%	3%	-4%	.
O=C(c1ccco1)N(CC1CCCO1)c1nc(-c2ccccc2)cs1 (centres undefined)	?	-9%	?	6%	.	8%
O=C(CNS(=O)(=O)c1ccc(C(=O)N2CCCCC2)cc1)N1CCCCC1	-2%	-5%	?	4%	?	3%

# Look-ups from above.
# Value of O=C(NCc1ccccc1)c1cccc(Br)n1 in Pf growth 48h: 4%
# Value of Cc1cc(C)c(S(=O)(=O)N2CCCOC2CNC(=O)C(=O)NCCC2=CCCCC2)c(C)c1 (centres undefined) in Sm TGR block: 0%
# Value of CCCC(C(=O)NC1=NCCS1)c1ccccc1 (centres undefined) in HCV inhibitor: 4%

# Compounds listed so far that have a COOH group:
mol	Pf growth 48h	Tb PYK inh	HCV inhibitor	Sm TGR block	Pf growth 96h	LmPK inhibitor
COc1cccc(/C=N/NC(=S)Nc2cccc(C(=O)O)c2)c1O	i	?	12%	1%	?	4%[11.5 µM]
O=C(O)c1ccc(NS(=O)(=O)c2cc(Cl)ccc2Cl)cc1O	3%	-3%	15%	0%	.	13%
O=C(O)c1ccc2c(c1)C(=O)N(CCc1ccccc1)C2=O	-8%	-3%	19%	-2%	?	5%

# (list continues)
# Value order: Pf growth 48h | Tb PYK inh | HCV inhibitor | Sm TGR block | Pf growth 96h | LmPK inhibitor
O=c1c2ccccc2ncn1CCCSc1ccc(Cl)cc1
    5% | -7% | 26% | 8% | 8% | -1%
COC(=O)c1sc(N)c(C(=O)OC)c1CSc1nnc(-c2ccccc2Cl)n1C
    ? | -14% | ? | -10% | ? | 8%
O=[N+]([O-])c1ccc(O)c(-c2cc(C(F)(F)F)nc(-c3ccccc3)n2)c1
    0.37µM* | -9% | 1.4µM* | -5% | 22% | 0%
COc1cc(/C=N/NC(=O)c2cccnc2)ccc1OS(=O)(=O)c1ccc(C)cc1
    4% | 1% | -1% | -8% | 3% | 4%
CCc1ccccc1OCc1nc2ccc(S(=O)(=O)N3CCOCC3)cc2[nH]1
    ? | 14% | -29% | -4% | . | 3%
COc1ccc(NC(=O)c2sc3nc(-c4cccnc4)ccc3c2N)cc1OC
    ? | 1% | -1% | 13% | ? | 4%
CCc1ccccc1N1C(=O)CC(=O)NC1=O
    3% | -6% | 25% | ? | ? | -3%
COc1ccc(OC)c(S(=O)(=O)Nc2cc(C)on2)c1
    9% | 0% | 8% | 60%[activator] | 0% | -12%
Cc1ccc(S(=O)(=O)NCC(=O)NCC(=O)OCc2c(F)cccc2Cl)cc1
    ? | -4% | -15% | ? | -8% | 2%
Cc1cccc(C(C#N)c2ccc(Cl)nn2)c1 (centres undefined)
    ? | 0% | -1% | -3% | 8% | 7%
COC(=O)Cn1c(C(F)(F)F)nc2ccccc21
    -9% | -11% | 13% | -5% | 14% | 2%
COc1ccc2c(c1)c1nc3ccccc3nc1n2CC(=O)OC(C)C
    . | 1% | 4% | -15% | 0% | 0%
CCOC(=O)C1CCN(Cc2ccc(OCc3ccccc3)cc2)CC1
    10% | 4% | -8% | 3% | 0% | -15%
CCOC(=O)COc1ccc(C(=O)NC2CCCCC2)cc1
    -3% | -5% | -1% | 2% | -5% | -5%
CCn1c(CNc2cccc(Cl)c2)nnc1SCc1ccccc1
    ? | 0% | -49% | 8% | . | 2%
CCOC(=O)Cn1nc(C(F)F)c(Br)c1C
    13% | 6% | 25% | -36% | ? | 3%
CC(C)Cc1nnc(NC(=O)Cc2cccs2)s1
    5% | -8% | -2% | -14% | 14% | 5%

# Screening results (PubChem BioAssay)
